Screening data as filed in PubChem.
OXTR agonist: human OXTR agonists, primary screen, fluorescence, CHO-OTR cells, Fluo-8 calcium. Fluo-8 calcium fluorescence; normalized: DMSO 0%, oxytocin 100%. 0.32% of 320,000 active. activation, % at 3 µM. Oxytocin receptor (Homo sapiens), P30559;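 active = activation above the mean of all tested compounds plus 3 SD, cutoff set per screening run, cut at about 20% in these data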;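 also: peak over basal fluorescence ratio from a 100 s FLIPR kinetic read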
Target sequence (P30559 whole entry, looked up): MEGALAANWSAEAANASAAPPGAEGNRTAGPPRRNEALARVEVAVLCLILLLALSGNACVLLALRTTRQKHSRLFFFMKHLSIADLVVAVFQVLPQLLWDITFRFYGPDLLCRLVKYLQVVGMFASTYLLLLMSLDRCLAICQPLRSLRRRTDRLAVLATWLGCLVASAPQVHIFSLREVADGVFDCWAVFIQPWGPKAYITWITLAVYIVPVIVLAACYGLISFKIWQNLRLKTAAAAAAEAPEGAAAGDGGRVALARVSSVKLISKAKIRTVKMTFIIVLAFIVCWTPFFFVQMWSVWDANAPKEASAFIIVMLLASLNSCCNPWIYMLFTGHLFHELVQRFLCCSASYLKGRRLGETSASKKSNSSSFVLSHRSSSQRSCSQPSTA
GPR7 antag: GPR7 receptor antagonists, primary screen, cell-based, fluorescence, single concentration; GPR7-expressing cells, fluorescence antagonist assay; Neuropeptides B/W receptor type 1 (Homo sapiens), P48145; 1.1% of 290,000 active; inhibition, % at 4.4 µM; AID 1861, 2009; in the data active = inhibition above about 16%, passing the limit was not always enough;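 also: cells stimulated with the agonist NPW; 0% = agonist with vehicle and 100% = vehicle without agonist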
Target sequence (P48145 whole entry, looked up): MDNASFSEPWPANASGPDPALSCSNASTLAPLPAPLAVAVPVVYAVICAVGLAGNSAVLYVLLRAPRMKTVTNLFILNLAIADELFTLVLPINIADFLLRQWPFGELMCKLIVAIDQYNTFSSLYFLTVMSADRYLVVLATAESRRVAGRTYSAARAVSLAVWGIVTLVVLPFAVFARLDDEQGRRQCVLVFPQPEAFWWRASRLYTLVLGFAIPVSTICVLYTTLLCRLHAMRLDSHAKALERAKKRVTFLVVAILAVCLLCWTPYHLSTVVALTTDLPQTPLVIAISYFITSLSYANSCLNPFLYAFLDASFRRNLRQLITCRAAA
MEKK2wt PB1 HTS: modulators of MEK5 binding to wildtype MEKK2, primary screen, biochemical, multiplex bead flow cytometry, Alexa488-MEK5; Mitogen-activated protein kinase kinase kinase 2 (Homo sapiens), Q9Y2U5; Alexa488-MEK5 binding to MEKK2 WT; actives lie on both sides; binding response (% of control), % at 10 µM; 1.1% of 290,000 active; in the data active = binding response below about 67% or above about 130%
DNA FID counter: compounds displacing fluorescent DNA intercalator, primary screen, artefact control for HCV NS3 helicase inhibitor project, biochemical, FID fluorescence | DNA fluorescent intercalator displacement | inhibition, % at 7.9 µM | 0.17% of 290,000 active; in the data active = inhibition above about 37%;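 also: 0% = vehicle and 100% = reference compound; higher means more ethidium bromide displaced from hairpin DNA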
PHOSPHO1 block: PubChem AID 1565 | recombinant PHOSPHO1, absorbance phosphatase assay | 1.1% of 290,000 active | Phosphoethanolamine/phosphocholine phosphatase (Homo sapiens), Q8TCT1 | inhibition, % at 13.3 µM; in the data active = inhibition above about 60%
Target sequence (Q8TCT1 whole entry, looked up): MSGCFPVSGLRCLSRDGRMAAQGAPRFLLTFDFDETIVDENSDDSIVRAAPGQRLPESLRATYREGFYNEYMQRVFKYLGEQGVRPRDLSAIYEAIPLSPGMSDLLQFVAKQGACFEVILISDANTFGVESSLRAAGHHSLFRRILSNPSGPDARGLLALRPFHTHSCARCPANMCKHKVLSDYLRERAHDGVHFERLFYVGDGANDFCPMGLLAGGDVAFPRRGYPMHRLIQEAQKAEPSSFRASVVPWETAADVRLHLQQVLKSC
NALP1 yeast inh: NALP1 inflammasome inhibitors in reconstituted yeast, colorimetric, S. cerevisiae, triplicate retest; S. cerevisiae NALP1/ASC/caspase-1 growth, X-gal OD620, 72 h; 0.61% of 280,000 active; inhibition, % at 10 µM; in the data active = inhibition mostly above about 24%, no sharp cut-off; inactive = mostly below about 32%; also: some compounds called inactive have numbers as strong as hits
MEKK2mut PB1 HTS: MEK5 binding signal on mutant MEKK2 PB1, primary screen, biochemical, multiplex bead flow cytometry, Alexa488-MEK5. Alexa488-MEK5 binding to MEKK2 mutant. percent response, % at 10 µM. 0.35% of 290,000 active. AID 1530, 2009; in the data active = percent response above about 24%, passing the limit was not always enough; also: inactives centre near 1; some results filed as inactive read as strong as hits; reference of the scale not given here
M18AAP inhibitor: PfM18AAP inhibitors, malaria aminopeptidase, primary screen, biochemical, QFRET, recombinant enzyme; AID 1822, 2009; inhibition, % at 7.35 µM; 1.2% of 290,000 active; H-Glu-NHMec fluorogenic cleavage; M18 aspartyl aminopeptidase (Plasmodium falciparum 3D7);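 active = inhibition above the campaign mean inhibition over all tested compounds plus 3 SD, cut at about 28% in these data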;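 also: 0% = plate median of test compound wells and 100% = 2 mM ZnCl2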
MEKK3 PB1 HTS: modulators of MEKK3-MEK5 PB1 binding, primary screen, biochemical, wildtype MEKK3, multiplex bead flow cytometry, Alexa488-MEK5; AID 1529, 2009; binding response (% of control), % at 10 µM; bead-based flow cytometry, Alexa488-MEK5 binding to MEKK3; actives lie on both sides; 0 = blocked by unlabeled MEK5, 100 = vehicle; 1.4% of 290,000 active;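 active = binding response more than 3 SD above or below the average of its plate-row segment, actives on both sides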;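 also: Alexa488 bead fluorescence after subtracting the streptavidin-only scavenger bead signal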
Numbers without * were called inactive; . = not tested or not shown.

Each structure is followed by: OXTR agonist | GPR7 antag | MEKK2wt PB1 HTS | DNA FID counter | PHOSPHO1 block | NALP1 yeast inh | MEKK2mut PB1 HTS | M18AAP inhibitor | MEKK3 PB1 HTS
COc1cccc(N2C(=O)C3CCCN3C2c2ccc(F)cc2)c1 (stereo not given)
    -1.1 | -6 | 92 | -8 | 24 | 17 | -1 | -1 | 95
CN1CCN(c2nc(-c3cc4ccccc4o3)cs2)CC1
    2.2 | -6 | 101 | 0 | 13 | 36 | -1 | -4 | 99
O=C(Nc1nnc(Cc2ccccc2)s1)c1cccs1
    -0.1 | -12 | 96 | 5 | -2 | -19 | -5 | 5 | 90
C/C(=N/NC(=O)c1cccs1)c1ccco1
    -0.6 | -7 | 102 | 0 | 2 | 27 | 0 | -8 | 112
CCOc1cc(C(=O)Nc2ccc(S(=O)(=O)Nc3nnc(CC)s3)cc2)cc(OCC)c1OCC
    0.9 | 4 | 105 | -26 | 54 | 21 | 0 | -7 | 103
CCc1c(C)c2ccc(O)c(CN(C)C)c2oc1=O
    -0.9 | -14 | 99 | 2 | 29 | 18 | -2 | 8 | 101
NC(=O)[C@@H]1CC2(CC(c3cccc(NC(=O)[C@@H]4CCC(=O)N4)c3)=NO2)CN1C(=O)Cc1ccc([N+](=O)[O-])cc1 (stereo not given in full)
    0.1 | . | 89 | . | 31 | 6 | -5 | . | 81
CC(NC(N)=O)C(=O)OCC(=O)c1ccc(-c2ccccc2)cc1 (stereo not given)
    2.1 | 0 | 100 | -10 | 12 | -8 | -10 | 3 | 105
O=C(Nc1nnc(-c2ccccc2F)s1)C1CCCO1 (stereo not given)
    1.0 | -16 | 103 | -11 | 20 | 5 | 1 | 8 | 102
Cc1c(C(=O)OC2CCCC2)[nH]c2c1C(=O)CC(c1ccco1)C2 (stereo not given)
    0.2 | 14 | 99 | -15 | -10 | 23 | 2 | 1 | 98
O=c1[nH][nH]c(-c2ccccc2O)c1C(C[N+](=O)[O-])c1ccc(Cl)cc1Cl (stereo not given)
    -2.0 | -8 | 97 | -1 | 6 | 70* | -2 | 13 | 95
O=C(Nc1nc(-c2ccccc2)c(-c2ccccc2)o1)c1ccc(F)cc1
    -1.7 | -5 | 98 | -12 | 34 | -3 | -5 | -1 | 97
COC(=O)c1cn(NC(=O)Cc2cccc(OC)c2)c(=O)c2ccccc12
    -0.2 | 1 | 96 | -8 | 0 | 10 | -3 | -13 | 98
COC(=O)C1=C[C@@H](C(=O)OC)[C@@H]2C3=C(C(=O)C2(C)C)[C@H](c2ccccc2)[C@@H]2C(=O)N(C)C(=O)[C@@H]2[C@@H]3C1
    0.1 | . | 100 | . | . | . | 1 | . | 100
COC(=O)c1ccc(-c2noc(CN(C)CC3CCCCO3)n2)cc1 (stereo not given)
    -0.1 | -1 | 95 | -15 | 10 | 0 | 5 | -2 | 103
CN(C)/C=N/c1nc(Sc2ccc(C(F)(F)F)cc2[N+](=O)[O-])n[nH]1
    -1.8 | -2 | 105 | 0 | 36 | 8 | 9 | 9 | 105
CCOC(=O)c1c(S(=O)(=O)N2CCCC(C)C2)c(C)n(C)c1C (stereo not given)
    -1.2 | -4 | 101 | -27 | 27 | 9 | 6 | 1 | 100
CC(=O)c1c(N2CCN(C)CC2)nc(=S)n(-c2cc(C)ccc2C)c1C
    0.9 | -7 | 96 | 1 | 15 | 4 | 0 | -9 | 101
Cc1noc(NC(=O)c2ccccc2C(F)(F)F)c1C#N
    -0.5 | 0 | 92 | 2 | 39 | 11 | -6 | 6 | 99
O=C(O)CC(=O)Nc1cc(Cl)ccc1O
    -0.3 | -5 | 106 | -2 | 21 | -10 | 5 | 23 | 104

An excerpt of these results, bar-delimited.
structure | OXTR agonist | GPR7 antag | MEKK2wt PB1 HTS | DNA FID counter | PHOSPHO1 block | NALP1 yeast inh | MEKK2mut PB1 HTS | M18AAP inhibitor | MEKK3 PB1 HTS
O=c1[nH][nH]c(-c2ccccc2O)c1C(C[N+](=O)[O-])c1ccc(Cl)cc1Cl (stereo not given) | -2.0 | -8 | 97 | -1 | 6 | 70* | -2 | 13 | 95
COC(=O)C1=C[C@@H](C(=O)OC)[C@@H]2C3=C(C(=O)C2(C)C)[C@H](c2ccccc2)[C@@H]2C(=O)N(C)C(=O)[C@@H]2[C@@H]3C1 | 0.1 | . | 100 | . | . | . | 1 | . | 100
O=C(O)CC(=O)Nc1cc(Cl)ccc1O | -0.3 | -5 | 106 | -2 | 21 | -10 | 5 | 23 | 104

Going on with the list.
Each structure is followed by: OXTR agonist | GPR7 antag | MEKK2wt PB1 HTS | DNA FID counter | PHOSPHO1 block | NALP1 yeast inh | MEKK2mut PB1 HTS | M18AAP inhibitor | MEKK3 PB1 HTS
COc1ccc(C2C=C(C)Nc3nc4ccccc4n32)cc1 (stereo not given)
    -1.1 | 5 | 98 | -5 | -29 | -5 | -4 | -9 | 95
CCOCCCNC(=O)C1(O)c2ccccc2NC(=O)N1c1ccc(Cl)c(Cl)c1 (stereo not given)
    -0.9 | -6 | 103 | -11 | . | 12 | 2 | 3 | 101
COc1ccc(NS(=O)(=O)c2ccc3c(c2)CCCN3C(C)=O)cc1
    3.8 | -10 | 104 | -18 | -3 | 13 | 2 | -1 | 102
COc1ccc(-c2cc(C(=O)N(C)Cc3ccc(F)cc3)c3ccccc3n2)cc1OC
    0.3 | 6 | 111 | -38 | 25 | 10 | 6 | 0 | 106
COc1ccccc1NC(=O)Oc1ccc(C(C)=O)cc1
    -0.7 | -3 | 102 | 7 | -40 | 1 | 2 | -1 | 99
C[C@@H](C(=O)Nc1ccc2ccccc2c1)[C@@H]1C[C@@]1(C)[C@@H](NC(=O)OCc1ccccc1)c1ccccc1
    -0.1 | 4 | 92 | -18 | -7 | 14 | -5 | 2 | 102
O=C(c1cccc(C(F)(F)F)c1)N1CCN(c2cc(=O)[nH]nc2-c2ccccc2)CC1
    -0.6 | -21 | 103 | -41 | -20 | -10 | 1 | -17 | 102
CC(=O)c1ccc(OCc2cc(C(=O)N(C)C(C)c3nccs3)no2)cc1 (stereo not given)
    . | 9 | 103 | -27 | 22 | 9 | 0 | 2 | 102
Cn1nc(C(=O)NCc2ccccc2Cl)c2c1-c1ccccc1S(=O)(=O)C2
    -0.1 | 5 | 86 | -9 | 41 | 14 | -20 | 5 | 83
COC(=O)c1ccc(NC(=S)NCCC2=CCCCC2)cc1
    5.0 | -13 | 94 | -7 | 0 | -13 | -4 | -1 | 88
CN(CCC#N)C(=S)Nc1ccc(Oc2ccccc2)cc1
    2.7 | 9 | 99 | -8 | 10 | 22 | -1 | 4 | 99
COC(=O)C(C(=O)NCC1CCCO1)C1CCCC1 (stereo not given)
    -0.1 | 4 | 108 | 2 | 15 | 10 | 4 | 0 | 105
O=C(C1=C(O)C(=O)N(Cc2ccccc2)C1c1cccnc1)c1ccco1 (stereo not given)
    -1.1 | 8 | 106 | -2 | . | . | 6 | 1 | 101
COc1ccc(S(=O)(=O)NCCc2c[nH]c3ccc(Cl)cc23)cc1
    4.0 | -6 | 108 | 3 | . | 6 | 7 | 0 | 104
COc1ccc(CCN2C(=O)C3C4CC(C5C(C(=O)O)=NOC45)C3C2=O)cc1OC (stereo not given)
    -0.1 | -2 | 108 | 2 | 3 | -14 | 5 | -7 | 103
CC(=O)NCC(=O)OCC(=O)c1ccc(Cl)cc1
    -0.3 | -3 | 100 | 4 | -145 | 10 | 4 | 4 | 108
COc1ccc(OC)c(NS(=O)(=O)Cc2ccccc2)c1
    -0.2 | -10 | . | -13 | 21 | 42* | . | 14 | .
CCOC(=O)C(C(=O)OCC)N(C#N)c1nc(OC)nc(N(C)C)n1
    -1.4 | -16 | 103 | -4 | 3 | -4 | 8 | 7 | 103
Cn1nc(C(=O)NC2CCCN(Cc3ccccc3F)C2)c2ccccc2c1=O (stereo not given)
    -0.8 | -15 | 100 | -12 | 20 | 17 | 2 | -11 | 103
COC(=O)c1nnn(-c2nonc2N)c1COc1ccc(C=O)cc1OC
    0.2 | -5 | 92 | 0 | -2 | 13 | -5 | 9 | 98
Cc1ccc(-n2c3c(c(=O)[nH]c2=O)C(C(F)(F)F)(C(F)(F)F)NC(=O)N3)cc1
    0.4 | 2 | 101 | 6 | 23 | 15 | -5 | 2 | 98
CCc1ccccc1NC1Nc2cc(C)nn2S1 (stereo not given)
    2.5 | -20 | 103 | -1 | 5 | -14 | -3 | 11 | 105
CSC1=N/C(=C\c2ccccc2Cl)C(=O)N1N(C)C
    -2.7 | -11 | 105 | -6 | 28 | 20 | 2 | 10 | 101
Cn1c(NC(=O)/C=C/c2c(F)cccc2Cl)cc(=O)n(C)c1=O
    0.7 | -21 | 94 | -2 | -35 | 35 | -5 | -1 | 102
O=C(NCC1(c2ccccc2)CCOCC1)c1cccs1
    0.8 | -15 | 98 | -6 | 21 | -16 | 1 | -6 | 102
CCOC(=O)N1CCN(C2OC(=O)c3ccccc32)CC1 (stereo not given)
    0.5 | -14 | . | -1 | 14 | 33 | . | -4 | .
COc1ccc(CCC(C)Nc2ccc(F)c(F)c2)cc1 (stereo not given)
    -1.5 | -5 | 105 | 1 | 6 | 36 | 2 | 3 | 101
COc1cc(-c2nc(CN3CCN(CC(C)C)C(=O)[C@@H]3C)c(C)o2)ccc1F
    -1.5 | -4 | 92 | -29 | -1 | -1 | -5 | 2 | 98
Cc1ccc(SCc2nnc(N)s2)cc1
    0.8 | -5 | 97 | -9 | 17 | 18 | -6 | 7 | 86
COc1ccc2[nH]c(=O)c(CN(CC3CCCO3)S(=O)(=O)c3ccccc3)cc2c1 (stereo not given)
    -1.3 | -19 | 100 | -21 | 14 | -1 | 7 | 7 | 98
S=C(Nc1ccc2cn[nH]c2c1)Nc1ccc(Cl)cc1Cl
    -0.7 | -2 | 95 | 0 | 8 | -9 | -1 | 7 | 99
O=S(=O)(NCC1CCCO1)c1ccc(S(=O)(=O)N(Cc2ccc(F)cc2)C2CCCCC2)cc1 (stereo not given)
    -1.0 | -13 | 102 | -3 | . | . | 2 | -11 | 102
O=C(NCc1ccc(OC(F)(F)F)cc1)C1CC2Cn3c(nc4ccccc43)C2N1Cc1ccccc1 (stereo not given)
    -1.2 | 1 | 93 | -26 | 15 | 33 | -1 | -8 | 102
COCCNC(=O)C1CC(c2ccc([N+](=O)[O-])cc2)=NO1 (stereo not given)
    0.4 | -11 | 96 | -1 | 16 | -6 | -4 | 0 | 88
CC(/C=N/n1cnnc1)=C\c1ccccc1
    18 | -16 | 108 | -4 | -30 | . | 2 | 6 | 102
COc1ccc(CC(=O)OCC(=O)Nc2ccc3c(c2)OCO3)cc1
    -0.4 | -12 | 95 | -4 | 23 | -2 | 0 | 2 | 96
CCO[C@@H]1OC(C(=O)N2CCN(Cc3ccc4c(c3)OCO4)CC2)=C[C@H](c2csc3ccccc23)[C@H]1CCCO
    5.1 | -11 | 101 | -31 | 26 | 10 | 7 | 3 | 107
